# OXTR ag: human OXTR agonism | CHO-OTR cells, Fluo-8 calcium fluorescence; normalized: DMSO 0%, oxytocin 100% | activation, % at 3 µM | 0.32% of 320,000 active;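 active = activation above the mean of all tested compounds plus 3 SD, cutoff set per screening run, cut at about 20% in these data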;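 note: peak over basal fluorescence ratio from a 100 s FLIPR kinetic read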
# Target sequence (P30559 whole entry, looked up): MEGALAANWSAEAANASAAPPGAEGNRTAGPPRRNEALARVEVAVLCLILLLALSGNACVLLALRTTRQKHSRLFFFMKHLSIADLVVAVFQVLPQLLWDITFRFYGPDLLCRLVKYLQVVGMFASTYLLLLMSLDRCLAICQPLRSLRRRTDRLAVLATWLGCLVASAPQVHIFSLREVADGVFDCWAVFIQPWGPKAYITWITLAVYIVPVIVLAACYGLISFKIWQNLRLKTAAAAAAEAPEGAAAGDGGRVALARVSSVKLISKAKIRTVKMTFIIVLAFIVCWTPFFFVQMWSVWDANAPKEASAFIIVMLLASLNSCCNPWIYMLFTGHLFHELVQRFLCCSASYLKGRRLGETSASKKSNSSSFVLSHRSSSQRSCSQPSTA
# GPR7 antagonist: human neuropeptides B/W receptor 1 antagonism. P48145. GPR7-expressing cells, fluorescence antagonist assay. inhibition, % at 4.4 µM. 1.1% of 290,000 active; in the data active = inhibition above about 16%, passing the limit was not always enough;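 note: cells stimulated with the agonist NPW; 0% = agonist with vehicle and 100% = vehicle without agonist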
# Target sequence (P48145 whole entry, looked up): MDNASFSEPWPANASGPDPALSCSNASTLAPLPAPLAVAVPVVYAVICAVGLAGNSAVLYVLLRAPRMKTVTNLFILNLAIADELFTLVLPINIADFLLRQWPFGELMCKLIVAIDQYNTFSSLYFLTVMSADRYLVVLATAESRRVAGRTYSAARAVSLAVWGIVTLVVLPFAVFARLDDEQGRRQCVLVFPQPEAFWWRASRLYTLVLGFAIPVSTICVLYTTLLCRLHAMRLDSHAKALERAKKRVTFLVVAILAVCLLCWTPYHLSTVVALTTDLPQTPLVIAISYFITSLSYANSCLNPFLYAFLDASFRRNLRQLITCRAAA
# PHOSPHO1 block: blocks human PHOSPHO1 phosphatase activity; Q8TCT1; recombinant PHOSPHO1, absorbance phosphatase assay; inhibition, % at 13.3 µM; 1.1% of 290,000 active; in the data active = inhibition above about 60%
# Target sequence (Q8TCT1 whole entry, looked up): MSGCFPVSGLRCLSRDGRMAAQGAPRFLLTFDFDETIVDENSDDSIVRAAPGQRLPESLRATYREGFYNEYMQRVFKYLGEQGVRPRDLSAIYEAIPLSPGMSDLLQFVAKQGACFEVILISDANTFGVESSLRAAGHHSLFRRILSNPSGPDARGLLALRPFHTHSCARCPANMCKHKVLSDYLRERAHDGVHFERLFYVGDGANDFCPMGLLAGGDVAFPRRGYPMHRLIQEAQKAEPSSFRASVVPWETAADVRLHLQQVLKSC
# MEKK2 WT-MEK5: raises or lowers MEK5 binding to wildtype human MEKK2 PB1 domain; bead flow cytometry, Alexa488-MEK5 binding to MEKK2 WT; actives lie on both sides; 1.1% of 290,000 active; binding response (% of control), % at 10 µM; AID 1531; Q9Y2U5; in the data active = binding response below about 67% or above about 130%; inconclusive = no clear call, values can overlap the other calls; inactive = in between
# MEKK2 mut-MEK5: signal of MEK5 binding to mutant human MEKK2 PB1 domain. bead flow cytometry, Alexa488-MEK5 binding to MEKK2 mutant. percent response, % at 10 µM. 0.35% of 290,000 active; in the data active = percent response above about 24%, passing the limit was not always enough; note: inactives centre near 1; some results filed as inactive read as strong as hits; reference of the scale not given here
# MEKK3 PB1 HTS: MEKK3-MEK5 PB1 interaction, increase or decrease; 1.4% of 290,000 active; AID 1529; Q99759; bead-based flow cytometry, Alexa488-MEK5 binding to MEKK3; actives lie on both sides; 0 = blocked by unlabeled MEK5, 100 = vehicle; binding response (% of control), % at 10 µM;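 active = binding response more than 3 SD above or below the average of its plate-row segment, actives on both sides; inconclusive = wells at one plate position flagged as instrument error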;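 note: Alexa488 bead fluorescence after subtracting the streptavidin-only scavenger bead signal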
# FID counter: displaces DNA intercalator in HCV helicase counter-screen. DNA fluorescent intercalator displacement, fluorescence. inhibition, % at 7.9 µM. 0.17% of 290,000 active. AID 1845; in the data active = inhibition above about 37%;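 note: 0% = vehicle and 100% = reference compound; higher means more ethidium bromide displaced from hairpin DNA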
# M18AAP inhibitor: blocks P. falciparum M18 aspartyl aminopeptidase; recombinant PfM18AAP, H-Glu-NHMec fluorogenic cleavage; inhibition, % at 7.35 µM; 1.2% of 290,000 active;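 active = inhibition above the campaign mean inhibition over all tested compounds plus 3 SD, cut at about 28% in these data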;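 note: 0% = plate median of test compound wells and 100% = 2 mM ZnCl2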
# NALP1 inh: inhibitors of NALP1 inflammasome in yeast | AID 2071 | 0.61% of 280,000 active | inhibition, % at 10 µM | S. cerevisiae NALP1/ASC/caspase-1 growth, X-gal OD620, 72 h; in the data active = inhibition mostly above about 24%, no sharp cut-off; inactive = mostly below about 32%; note: some compounds called inactive have numbers as strong as hits
# Starred values were filed as active, the others as inactive; ? = inconclusive; nt = not tested or not shown; [ ] = remark or other dose.
# Sequence of screens – OXTR ag | GPR7 antagonist | PHOSPHO1 block | MEKK2 WT-MEK5 | MEKK2 mut-MEK5 | MEKK3 PB1 HTS | FID counter | M18AAP inhibitor | NALP1 inh
O=C(Nc1ccc(S(=O)(=O)Nc2nccs2)cc1)c1cc(=O)[nH]c2ccccc12
    0.2 | -5.7 | 18.9 | 102.0 | 0.0 | 98.0 | -5.3 | -3.3 | 2.5
O=C(CSCc1cnn(-c2ccccc2)c1-n1cccc1)NCc1ccccn1
    -1.6 | -8.0 | 15.9 | 98.0 | 2.0 | 107.0 | -27.7 | 3.9 | -4.1
C=CCC1NS(=O)(=O)OC2CCCCC12 (stereo unspecified)
    -0.2 | 0.1 | -13.0 | 113.0 | 1.0 | 102.0 | -5.2 | -0.8 | 7.9
Cc1ccc(S(=O)(=O)Nc2ccc(O)c3ncccc23)cc1
    7.4 | -10.3 | -32.7 | 92.0 | 2.0 | 106.0 | -7.0 | 39.5* | -2.1
NC(=O)c1cccc2cc3ccccc3cc12
    -1.9 | -0.2 | 35.7 | 94.0 | -4.0 | 100.0 | -0.7 | 2.1 | 3.1
Cc1nn(C)c(C)c1Sc1ccc(Br)cc1
    2.6 | -4.1 | 12.9 | 111.0 | 7.0 | 102.0 | -10.2 | -0.6 | 12.1
NC1=NC2(CCCC2)n2c(nc3ccccc32)N1
    -0.6 | -11.2 | 32.5 | 104.0 | -2.0 | 97.0 | 2.7 | -11.0 | 17.6
S=c1[nH]nc(-c2ccco2)n1/N=C/C=C/c1ccco1
    -2.0 | -7.6 | 69.4* | 82.0 | -2.0 | 91.0 | -8.1 | 22.8 | 34.8
O=C(/C=C/c1ccccc1[N+](=O)[O-])NCCCn1ccnc1
    -0.5 | -5.1 | 1.7 | 107.0 | 5.0 | 106.0 | 1.3 | 0.4 | 2.9
CC(=O)c1c(C)[nH]c(C(=O)OCC(=O)N2CC(=O)Nc3ccccc32)c1C
    0.2 | -1.0 | 7.2 | 109.0 | 1.0 | 115.0 | -6.1 | -9.2 | 20.1
O=C(Nc1ccc2c(c1)OCO2)c1noc2c1CCCC2
    0.3 | -8.2 | 20.0 | 106.0 | 3.0 | 102.0 | -9.2 | 1.4 | 23.9
Cc1ccc(NC(=O)CNC(=O)c2ccc3c(c2)OCO3)nc1
    0.5 | -1.0 | 52.8 | 95.0 | 2.0 | 96.0 | -14.2 | 2.1 | -1.2
Cc1cccc(OCCSc2nnc(-c3ccoc3C)n2C)c1
    -1.2 | 2.2 | 43.1 | 96.0 | -5.0 | 102.0 | -24.0 | 0.9 | -3.7
Cc1ccc(-c2[nH]nc3c2C(c2ccsc2)C(C#N)=C(N)O3)cc1 (stereo unspecified)
    1.1 | 1.2 | -16.3 | 97.0 | -2.0 | 101.0 | -8.0 | 3.6 | 0.8
CCOc1ccc(NS(=O)(=O)c2ccc(C)c(C(=O)NCCCn3ccnc3)c2)cc1
    -0.9 | -11.1 | -18.3 | 104.0 | 2.0 | 105.0 | 8.8 | 4.3 | -3.7
COc1cccc(-c2nc(CS(=O)(=O)CC(=O)NCc3ccc4c(c3)OCO4)c(C)o2)c1
    2.0 | -7.9 | 15.9 | 105.0 | 3.0 | 102.0 | -43.3 | 7.5 | 19.6
COC(=O)/C(C#N)=C/c1occc1C
    0.5 | -2.0 | -18.2 | 103.0 | 2.0 | 102.0 | -2.0 | 2.4 | -5.6
CCOc1ccccc1-c1nnc(SCC(=O)NC2CC3CCC2C3)n1CC (stereo unspecified)
    -1.0 | 7.9 | -7.3 | 95.0 | 0.0 | 95.0 | -29.6 | -4.2 | nt
COc1cccc(NCCC(=O)c2cccc([N+](=O)[O-])c2)c1
    -0.7 | -0.1 | 22.6 | 99.0 | -1.0 | 101.0 | 7.1 | 0.6 | -5.0
CC(=O)Nc1ccc2c(COC(=O)[C@H](C)N3C(=O)C4CCCCC4C3=O)cc(=O)oc2c1 (stereo partly specified)
    0.7 | -2.7 | -10.4 | 90.0 | -19.0 | 89.0 | -16.5 | -15.9 | 16.5
C=CCNc1sc(C(=O)C(C)(C)C)c(N)c1C#N
    -0.7 | -10.1 | -23.9 | ? | -25.0 | ? | -8.6 | 4.1 | 10.5
Cc1ccc(C2CC(c3ccccc3Cl)n3nc(N)nc3N2)cc1 (stereo unspecified)
    1.9 | -2.8 | 2.1 | 84.0 | -5.0 | 85.0 | -10.3 | -14.8 | -2.4
Cc1ccc(C(=O)NNS(=O)(=O)c2ccc(F)cc2)cc1
    -0.9 | -15.0 | 3.1 | 103.0 | 2.0 | 101.0 | -3.9 | -0.8 | 15.4
Cc1ccc(OCc2nnc(SCC(=O)NCc3ccco3)n2C)cc1
    -1.6 | -5.0 | 1.5 | 106.0 | 5.0 | 111.0 | -17.9 | -4.7 | 16.0
CCOc1cc(/C=C/c2ccc3cccc([N+](=O)[O-])c3n2)ccc1OCC(=O)N(C)C
    -1.5 | -10.2 | -14.0 | 99.0 | -1.0 | 111.0 | -23.6 | 9.6 | 18.9
CN(C)S(=O)(=O)c1ccc(NC(=O)CN2CCCc3ccccc32)cc1
    1.1 | 6.2 | 32.5 | 93.0 | -8.0 | 100.0 | 1.1 | 5.2 | 0.7
COc1cc(C(=O)N/N=C/c2sc(N3CCOCC3)nc2-c2ccccc2)cc(OC)c1OC
    -0.8 | -15.4 | -10.0 | 95.0 | -3.0 | 96.0 | -6.6 | 4.3 | -16.5
CC(=NCC1CCCO1)C1=C(O)CC(C)(C)CC1=O (stereo unspecified)
    0.7 | -2.5 | 5.8 | 93.0 | -4.0 | 92.0 | -3.3 | 12.7 | 2.7
COC(=O)C1CCCN1C(=O)COc1ccc(Br)cc1Cl (stereo unspecified)
    -1.0 | -3.2 | 4.5 | 101.0 | 2.0 | 100.0 | -17.1 | -9.6 | 19.7
O=C(c1cccc(F)c1)N1CCCN(C(=O)c2cccc(F)c2)CC1
    0.3 | -4.5 | 3.9 | 96.0 | -2.0 | 97.0 | 2.2 | -9.2 | 15.6
CCN(CC)C(=O)C(C)OC(=O)c1ccc(O)cc1 (stereo unspecified)
    1.4 | -1.0 | 3.2 | 104.0 | 0.0 | 106.0 | -7.2 | -6.9 | 43.8
CCCCCc1cc(=O)oc2c(C(CCN3CCCC(C)C3)c3ccc(OC)cc3)c(OC)cc(OC)c12 (stereo unspecified)
    8.4 | nt | 31.1 | 153.0* | 58.0* | 110.0 | nt | nt | 12.3
O=C(NNC(=O)c1cc2cc3ccccc3nc2s1)c1cccc(Cl)c1
    0.4 | -11.3 | 37.3 | 102.0 | 6.0 | 107.0 | -2.5 | 6.6 | -2.4
Nc1nc(-c2ccccc2)cc(-c2ccccc2O)n1
    -1.7 | 13.0 | 50.0 | 104.0 | 2.0 | 104.0 | 3.6 | -3.8 | 14.5
Cc1cccc(C)c1NC(=O)C1CC(=O)N(C(C)C)C1 (stereo unspecified)
    0.3 | -4.7 | 9.9 | 98.0 | 1.0 | 98.0 | 0.8 | 6.2 | 5.2
Cc1cccc(OCc2nnc(SCC(=O)NCCc3ccccc3)o2)c1
    2.9 | -12.9 | 7.6 | -7.0*[inhibitor] | -35.0 | 90.0 | -17.2 | -2.4 | 14.5
C=CCn1c(SCc2ccccc2Cl)nnc1-c1sc2nc(C)cc(C)c2c1N
    -3.6 | -10.5 | -5.4 | 96.0 | -3.0 | 100.0 | -8.9 | 3.6 | 4.3
CCOc1ccc(NC(=O)Cn2c(=O)n(CCCC(=O)NC3CCN(Cc4ccccc4)CC3)c(=O)c3ccccc32)cc1
    -0.3 | -8.8 | 32.0 | 115.0 | 5.0 | 101.0 | 5.3 | -6.6 | -2.5
CC(C)N(C(=O)CSc1nc2ccccc2n1Cc1ccc(F)cc1)C(C)C
    -2.3 | 11.6 | -57.1 | 112.0 | 4.0 | 107.0 | -23.4 | 12.8 | 7.2
CC1CCN(C(=O)CSc2nnc(Cc3cccn3C)n2CCc2ccccc2)CC1
    -1.6 | -2.1 | -0.6 | 86.0 | -5.0 | 85.0 | -40.9 | 3.4 | 13.6
c1ccc(-c2nnc(OCC3CCCO3)c3ccccc23)cc1 (stereo unspecified)
    -2.1 | -12.3 | 1.0 | 106.0 | 3.0 | 104.0 | -28.9 | -6.4 | 13.1
COc1cccc(C2NC(=O)NC(C)=C2C(=O)Nc2cccc(C)c2C)c1 (stereo unspecified)
    -0.5 | 16.4 | 20.3 | 87.0 | -5.0 | 83.0 | -11.3 | -3.8 | 12.6
N#C/C(=C/c1ccccc1)c1nn(CCO)c(N)c1C#N
    -0.1 | -9.5 | -10.3 | 110.0 | 4.0 | 111.0 | 3.5 | 3.2 | 35.6
Cc1oc2c(C)c3oc(=O)c(CCC(=O)NCCCN4CCOCC4)c(C)c3cc2c1C
    -0.2 | -4.6 | 18.2 | 112.0 | 7.0 | 103.0 | 13.4 | 3.5 | 10.5
Cc1nsc2nc3c(F)c(F)c(F)c(F)c3cc12
    2.1 | -16.4 | 3.1 | 102.0 | 1.0 | 100.0 | 2.1 | 4.7 | 4.4
Cc1ccc(Cl)cc1NS(=O)(=O)c1cn(C)nc1C
    0.6 | -10.2 | 32.8 | 102.0 | 3.0 | 103.0 | -10.1 | 5.5 | 6.2
COC(=O)c1ccc(Oc2nc(SC)nc(N(C)C)n2)cc1
    -1.0 | 6.9 | 41.5 | 76.0 | -9.0 | 69.0 | -17.9 | 1.2 | 17.1
CCOc1ccc(NC(=O)N2CCN(c3nc4ccccc4s3)CC2)cc1
    1.0 | -2.6 | 34.6 | nt | nt | nt | -13.2 | 5.4 | 3.4
COc1ccc(C(=O)O)cc1S(=O)(=O)N1CCSCC1
    nt | -1.8 | 14.1 | 101.0 | 1.0 | 99.0 | -1.2 | 0.8 | 0.5
CN(C)c1ccc(/C=C/C(=O)c2ccc3c(c2)OCCO3)cc1[N+](=O)[O-]
    -1.5 | 2.4 | -3.3 | 96.0 | -2.0 | 100.0 | 1.3 | -4.5 | 35.4

# Gathered by group: the compounds so far containing an aryl thioether with sulfur outside any ring.
# Sequence of screens – OXTR ag | GPR7 antagonist | PHOSPHO1 block | MEKK2 WT-MEK5 | MEKK2 mut-MEK5 | MEKK3 PB1 HTS | FID counter | M18AAP inhibitor | NALP1 inh
Cc1nn(C)c(C)c1Sc1ccc(Br)cc1
    2.6 | -4.1 | 12.9 | 111.0 | 7.0 | 102.0 | -10.2 | -0.6 | 12.1
Cc1cccc(OCCSc2nnc(-c3ccoc3C)n2C)c1
    -1.2 | 2.2 | 43.1 | 96.0 | -5.0 | 102.0 | -24.0 | 0.9 | -3.7
CCOc1ccccc1-c1nnc(SCC(=O)NC2CC3CCC2C3)n1CC (stereo unspecified)
    -1.0 | 7.9 | -7.3 | 95.0 | 0.0 | 95.0 | -29.6 | -4.2 | nt
Cc1ccc(OCc2nnc(SCC(=O)NCc3ccco3)n2C)cc1
    -1.6 | -5.0 | 1.5 | 106.0 | 5.0 | 111.0 | -17.9 | -4.7 | 16.0
Cc1cccc(OCc2nnc(SCC(=O)NCCc3ccccc3)o2)c1
    2.9 | -12.9 | 7.6 | -7.0*[inhibitor] | -35.0 | 90.0 | -17.2 | -2.4 | 14.5
C=CCn1c(SCc2ccccc2Cl)nnc1-c1sc2nc(C)cc(C)c2c1N
    -3.6 | -10.5 | -5.4 | 96.0 | -3.0 | 100.0 | -8.9 | 3.6 | 4.3
CC(C)N(C(=O)CSc1nc2ccccc2n1Cc1ccc(F)cc1)C(C)C
    -2.3 | 11.6 | -57.1 | 112.0 | 4.0 | 107.0 | -23.4 | 12.8 | 7.2
CC1CCN(C(=O)CSc2nnc(Cc3cccn3C)n2CCc2ccccc2)CC1
    -1.6 | -2.1 | -0.6 | 86.0 | -5.0 | 85.0 | -40.9 | 3.4 | 13.6
COC(=O)c1ccc(Oc2nc(SC)nc(N(C)C)n2)cc1
    -1.0 | 6.9 | 41.5 | 76.0 | -9.0 | 69.0 | -17.9 | 1.2 | 17.1
